Screening data from PubChem.
HT1080 IDH1KD tx – toxicity to HT-1080 IDH1 knockdown cells (counter line); HT-1080 IDH1 knockdown viability, ATP luminescence, 48 h; Potency, µM (series often up to 46.1 µM), for the others: at the top dose activity, negative = toxicity, hits mostly cytotoxic; 360,000 tested, 2% active;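 note: potency is the fitted concentration of half-maximal effect; 0% = DMSO wells and -100% = cell-free medium wells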
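Assay cells: HT-1080 with IDH1 knockdown, 750 per well, RPMI/5% FBS. Exposure: 48 h at 37 °C following 2 h pre-incubation. Read: CellTiter-Glo luminescence; fitted concentration-response, curve class assigned.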
IL1B secr inh – inflammasome signaling inhibition, IL-1 beta readout; THP-1 LPS/ATP IL-1B secretion, AlphaLISA, 16 h; hits give low values; activity change, % at 57.5 µM; 360,000 tested, 4.7% active; in the data active = activity change below about -50%; inconclusive = mostly about -30% to -49%; note: % is set by controls: 0 for no effect and ±100 for the full control effect
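Secreted IL-1B measured by AlphaLISA bead assay after 16 h compound exposure of THP-1 cells; compounds (final up to 57.5 uM) added 1 h before LPS (250 ng/mL) and ATP (1.25 mM) stimulation; lower signal means less secretion.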
SW480 rereplic – DNA re-replication induction in SW480 cells; SW480 DNA re-replication, Hoechst DNA content imaging, 48 h; Potency, µM (titrated, usually from 46.1 µM), for the others: top-dose re-replication activation, hits mostly activators; 340,000 tested, 1.8% active; AID 624297; note: potency is the fitted concentration of half-maximal effect; % of control where 0% means no effect; nearly all actives have a fitted effect of over 55% in size
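Readout is total intensity of Hoechst-stained nuclei, excited at 405 nm and collected at 500-530 nm. Compound treatment lasted 48 hr at 37 C in 5% CO2 before staining.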
MCF10A rereplic – inducers of DNA re-replication in MCF 10A breast cells; MCF 10A DNA re-replication, Hoechst nuclear intensity, 48 h; Potency, µM (top dose mostly 46.1 µM), for inactives: at the highest dose activity, positive = re-replication, hits mostly activators; 350,000 tested, 2.9% active; note: potency is the fitted concentration of half-maximal effect; % of control where 0% means no effect; nearly all actives have a fitted effect of over 50% in size
HT1080-NT tox – kills 2HG-producing HT-1080-NT fibrosarcoma cells; 360,000 tested, 1.6% active; HT-1080-NT fibrosarcoma viability, CellTiter-Glo ATP luminescence, 48 h; Potency, µM (titrated, usually from 46.1 µM), without a hit: at the top dose activity, negative = less viability, hits mostly cytotoxic;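 note: NT is the 2HG producing partner of a matched IDH1 knockdown line; potency is the fitted concentration of half-maximal effect; 0% = DMSO-treated cells and -100% = media-only wells without cells; nearly all actives have a fitted effect of over 55% in size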
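Read-out is CellTiter-Glo luminescence after 10 minutes at room temperature, following 48 hours' compound treatment of HT-1080-NT cells (750 cells/well, RPMI, 5% FBS, 37 degrees C).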
KB-V1 cytotox – kills drug-selected multidrug resistant KB-V1 cells | KB-V1 MDR cells viability, CellTiter-Glo, 72 h | Potency, µM (top dose mostly 46.1 µM), inactives show at the top dose activity change, negative = cytotoxicity, usual class: cytotoxic | 400,000 tested, 3.4% active | AID 1347076; note: potency is the fitted concentration of half-maximal effect; % is set by controls: 0 for no effect and ±100 for the full control effect; nearly all actives have a fitted effect of over 60% in size
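Cytotoxicity toward P-gp-expressing KB-V1 cells was determined as loss of CellTiter-Glo luminescence after 72 h at 37 degrees C. Compounds were tested in quantitative HTS format across a concentration range, with curves fitted to normalized data.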
D3 ag – D3 dopamine receptor (human) agonism; AID 652048; 410,000 tested, 0.58% active; max activation, %; D3R DiscoveRx beta-arrestin cells, luminescence, 90 min; P35462; in the data active = max activation above about 30%; note: 0% is about no effect; mostly tested at two doses, the higher about 12 µM
Target sequence (P35462 whole entry, looked up): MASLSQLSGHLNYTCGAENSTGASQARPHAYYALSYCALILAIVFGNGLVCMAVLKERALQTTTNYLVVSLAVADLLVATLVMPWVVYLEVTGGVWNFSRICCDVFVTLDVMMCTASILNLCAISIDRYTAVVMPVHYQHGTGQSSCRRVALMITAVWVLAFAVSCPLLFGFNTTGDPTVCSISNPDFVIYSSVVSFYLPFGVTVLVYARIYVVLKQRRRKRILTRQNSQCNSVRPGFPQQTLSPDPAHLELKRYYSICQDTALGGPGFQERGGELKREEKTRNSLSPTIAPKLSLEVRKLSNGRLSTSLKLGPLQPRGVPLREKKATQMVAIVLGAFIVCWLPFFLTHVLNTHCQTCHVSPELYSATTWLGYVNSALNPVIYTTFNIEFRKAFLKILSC
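Agonist mode: compounds and dopamine controls were applied to plated cells for 90 min at 37 degrees C after an overnight attachment at 1500 cells/well. Luminescent read-out followed 30 - 60 minutes at room temperature with DiscoveRx detection reagent.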
KB-3-1 tox – KB-3-1 parental cell cytotoxicity. Potency, µM (doses to about 46.1 µM), for inactives: top-dose activity change, negative = cytotoxic, hits mostly cytotoxic. KB-3-1 viability, CellTiter-Glo ATP luminescence, 72 h. AID 1347075. 400,000 tested, 1.4% active; note: potency is the fitted concentration of half-maximal effect; % is set by controls: 0 for no effect and ±100 for the full control effect; nearly all actives have a fitted effect of over 60% in size
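KB-3-1 cells, DMEM (no phenol red) + 10% FBS; compound by pin transfer, 72 h, 37 °C. Readout: CellTiter-Glo luminescence after 10 min. Data normalized, curve-fitted.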
GLP1R cytotox – cytotoxic in the GLP-1 receptor inverse agonist counter-screen | HEK293 cAMP-luciferase reporter cells, luminescence, 24 h | Potency, µM (series often up to 38.3 µM), for the others: at the highest dose activity change, negative = inhibition, hits mostly inhibitors | 410,000 tested, 0.13% active;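 note: loss of luciferase light is scored as toxicity; potency is the fitted concentration of half-maximal effect; % is set by controls: 0 for no effect and ±100 for the full control effect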
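MLSMR compounds, 24 hr on cells at 37 deg C/5% CO2; luminescence after luciferase reagent (12 min RT). Inhibition counted as the undesired cytotoxic outcome.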
* hit, by the source's call; ? = inconclusive; . = not tested or not shown; & = joins results of further samples; [ ] = dose if it differs, or a comment. Unless noted, calls come from the whole dose curve; as a rule, active = well fitted curve in the direction sought with a large enough effect; inconclusive = small, poorly fitted or top-dose-only effect, or another doubt; inactive = no such curve, though single readings can be large; an effect the other way counts as inactive or inconclusive.

SMILES	HT1080 IDH1KD tx	IL1B secr inh	SW480 rereplic	MCF10A rereplic	HT1080-NT tox	KB-V1 cytotox	D3 ag	KB-3-1 tox	GLP1R cytotox
CC(=O)Nc1ccccc1-c1nc2ccc(C(=O)N3CCN(c4cc(C)ccc4C)CC3)cc2[nH]c1=O	8%	-4	-14%	0%	20%	11%	2	0%	0%
NNC(=O)c1ccc(Cl)cc1Cl	8%	7	1%	?	25%	?	-5	16%	-21%
Cc1nc(N)sc1Cc1ccc2c(c1)OCO2	5%	12	-5%	2%	1%	3%	1	7%	-8%
O=C(Nc1ccccc1)Nc1nnc(-c2cccs2)s1	20%	-3	-2%	-1%	14%	-18%	3	16%	7%
Cc1ccc(S(=O)(=O)NNC(=O)Nc2cccc(C)c2C)c(C)c1	-3%	6	-8%	-4%	0%	9%	1	1%	5%
CCCN1CCN(c2nnc(-n3cccc3C(=O)Nc3ccccc3C(F)(F)F)s2)CC1	.	.	.	.	.	-21%	-6	0%	1%
O=C(NCc1noc2ccccc12)N1CCN(c2ccccc2F)CC1	.	.	.	.	.	-1%	0	3%	1%
COc1ccc(CCC(=O)Nc2ccc(S(=O)(=O)N3CCOCC3)cc2)cc1OC	-13%	-8	.	.	1%	-17%	2	-17%	-5%
CCOc1ccccc1NC(=O)CSc1nnc(-c2cnccn2)n1CC	7%	-4	0%	14%	3%	2%	1	3%	5%
CN(C(=O)c1ccco1)c1nc(-c2ccc(Cl)cc2)cs1	18%	?	0%	-1%	13%	11%	5	?	4%
COc1cccc(OC)c1C(=O)OCC(=O)NCCCc1ccccc1	16%	-14	-2%	11%	3%	19%	2	0%	-6%
Cc1cc(C)c(S(=O)(=O)NCC(c2ccco2)N2CCc3ccccc3C2)c(C)c1 (stereo not given)	6%	-10	11%	?	6%	?	-25	-15%	-2%
CC[C@@H](C)[C@H](NC(=O)CNC(=O)Cc1c(C)c2c(cc(C)c3c(C)coc32)oc1=O)C(=O)O	-8%	-1	11%	5%	-2%	3%	2	-16%	0%
[O-]/C(=C(\C(=S)NCc1ccco1)[n+]1ccccc1)c1ccccc1Br	8%	-2	-1%	1%	2%	0%	5	0%	10%
CCC1=C2CC[C@H]3C(=O)N(CC(=O)OC)C(=O)[C@H]3[C@H]2[C@@]2(C)C(=NCC(=O)OC)OC(=O)N2C1=O	16%	-7	-5%	-5%	15%	10%	-13	0%	3%
O=C1CC(c2ccc(O)cc2)Oc2ccccc21 (stereo not given)	7%	?	3%	?	-10%	11%	-8	-14%	0%
Cc1ccc(S(=O)(=O)n2nc(C)c(S(=O)(=O)N3CCCCC3)c2C)cc1	11%	27	8%	5%	6%	?	0&6	-1%&1%	-8%&-8%
Cc1cnc2ncc3sccc3c2c1	8%	2	6%	-9%	14%	-3%	-4	2%	-10%
Cc1ccc(C(=O)NCC(=O)OCC(=O)Nc2ccc(Cl)cn2)cc1	0%	23	-29%	1%	-7%	9%	0	5%	13%
O=[N+]([O-])c1ccc(Nc2cccc(F)c2)nc1	-2%	-24	-2%	0.73µM*	-2%	6%	3	6%	-15%
COc1ccc(CCCc2nnc(SCC(=O)Nc3ccc(C)c(C)c3)o2)cc1	4%	-5	0%	-2%	-5%	1%&5%	-6&-3	5%&-19%	3%&4%
CCC(C(=O)NCCc1ccccc1)n1nc(C)c2sc3ccccc3c2c1=O (stereo not given)	.	.	.	.	.	?	-16	-4%	-4%
O=C1C(=O)N(Cc2ccccc2)C(c2cccc(O)c2)/C1=C(\O)c1ccc2c(c1)OCCO2 (stereo not given)	10%	16	-11%	11%	9%	0%	4	1%	3%
COCCN=C1NN=C(c2ccc(NC(C)=O)cc2)CS1	-18%	54	?	-7%	-19%	7%	4	26%	-1%
CCCN(C(=O)c1noc2c1COc1ccc(C)cc1-2)c1ccc(Cl)c(Cl)c1	.	.	.	.	.	-14%	0	1%	5%
CCOc1ccc(N2C(=O)CN=C2Nc2ccccc2F)cc1	24%	16	-15%	-4%	14%	0%	-2	9%	-13%
C#CCOC(=O)C(NC(=O)c1ccccc1)=C(C)C	-1%	7	-7%	-6%	5%	?	10	5%	1%
COc1ccc2nc(SCC(=O)N(C)C3CCCCC3)[nH]c2c1	2%	-13	2%	0%	4%	21µM*	-8	2%	-21%
O=C(NCC(c1ccc(F)cc1)N1CCOCC1)c1nn(-c2ccccc2)c(=O)c2ccccc12 (stereo not given)	0%	27	-31%[inhibitor]	?	-3%[9.24 µM]	?	-24	-1%	5%
Cc1ccc(CNC(=O)Nc2ccc(C)cc2)cc1	-12%	17	-73%[inhibitor]	?	-8%	-3%	4	1%	-3%
COc1ccc(Nc2nc(-c3ccccc3)nc3ccccc23)c(OC)c1	-27%	-12	?	?	-1%	-19%	-6	-12%	311%[activator]
COCCNC(=O)CCCCCN1C(=O)CCC1=O	18%	11	-2%	-3%	21%	9%	12	1%	-9%
S=c1[nH]cc(Oc2ccc(Cl)cc2Cl)c(=S)[nH]1	-13%	15	?	16µM*	-10%	?	-4	3%	-12%
O=C(c1ccc2c(c1)OCO2)C1CCCN(C2CCN(CCc3ccccc3)CC2)C1 (stereo not given)	23µM*	-76*	?	?	10µM*	-20%	-26	-20%	-18%
CN1CCN(CCNC(=O)Nc2ccccc2C(F)(F)F)CC1	7%	11	1%	3%	9%	?	3	-5%	12%
COc1ccc([N+](=O)[O-])cc1NC(=O)CSc1ccccc1	-13%	-9	-31%[inhibitor]	-4%[9.22 µM]	-15%	-4%	-13	5%	5%
Cc1cccc(Cn2c(=O)n(Cc3ccccc3)c(=O)c3sc4ccccc4c32)c1	.	.	.	.	.	10%	-15	-9%	1%
CC(=O)c1cccc(NC(=O)CSc2n[nH]c(-c3ccncc3)n2)c1	14%	62	-17%	?	8%	6%	5	3%	-3%
CS(=O)(=O)N(CC(=O)N1CCCC1)c1cc(Cl)ccc1Cl	1%	-4	-3%	2%	-1%	-13%	9	17%	-9%
Cc1ccc(-n2c(=O)c3c(n4cnnc24)-c2ccccc2CC32CCCCC2)cc1	7%	23	-7%	-11%	11%	?	-1	-3%	6%

Exported in markdown: entries from further up
| mol | HT1080 IDH1KD tx | IL1B secr inh | SW480 rereplic | MCF10A rereplic | HT1080-NT tox | KB-V1 cytotox | D3 ag | KB-3-1 tox | GLP1R cytotox |
| --- | --- | --- | --- | --- | --- | --- | --- | --- | --- |
| C#CCOC(=O)C(NC(=O)c1ccccc1)=C(C)C | -1% | 7 | -7% | -6% | 5% | ? | 10 | 5% | 1% |
| CC(=O)c1cccc(NC(=O)CSc2n[nH]c(-c3ccncc3)n2)c1 | 14% | 62 | -17% | ? | 8% | 6% | 5 | 3% | -3% |

(further entries)
SMILES	HT1080 IDH1KD tx	IL1B secr inh	SW480 rereplic	MCF10A rereplic	HT1080-NT tox	KB-V1 cytotox	D3 ag	KB-3-1 tox	GLP1R cytotox
O=c1cc(CN2CCN(c3ccccc3F)CC2)c2cc(O)c(-c3ccccc3)cc2o1	9%	32	-2%	11%	20%	16%	-9	12%	7%
CCOC(=O)c1cc(NC(=O)Nc2ccc(Br)cc2)c(C)nc1C	-4%	10	-3%	?	-10%	0%	2	-2%	4%
COc1ccccc1NC(=O)c1c(NC(=O)c2cccs2)sc2c1CCC(C(C)(C)C)C2 (stereo not given)	.	.	.	.	.	-29%	-13	20%	6%
CCOC(=O)c1ccc(CNC(=O)C2CCC(=O)N(Cc3cccc(OC)c3)C2)o1 (stereo not given)	-1%	9	1%	-5%	29%	.	-4	.	-1%
COc1ccc(-c2cc3nc(C)c(CCC(=O)NC(C)CCc4ccco4)c(C)n3n2)c(OC)c1 (stereo not given)	?	-23	1%	18%	?	?	6	3%	-13%
O=c1[nH]c2ccc(NC(=S)NCc3ccccc3)cc2[nH]1	-9%	9	-8%	-2%	4%	10%	-9	0%	4%
Cc1cc(F)ccc1NS(=O)(=O)c1c(C(=O)N2CCOCC2)c(C)n(C)c1C	7%	-5	-9%	-5%	0%	-3%	-4	3%	-3%
OC(c1ccc(F)c(F)c1)c1nc(-c2ccc(F)c(Cl)c2)cs1 (stereo not given)	?	-12	.	.	-25%	3%	11	0%	5%
COc1ccc(CCNC(=O)Cn2nc(C)n3nc(-c4ccccc4)cc3c2=O)cc1OC	9%	-19	-5%	4%	0%	-9%	7	-3%	-4%
O=C(CCN1C(=O)[C@@H]2Cc3ccccc3CN2C1=O)NCc1ccc(Cl)cc1	5%	-14	-7%	8%	0%	?	3	?	-5%
COc1ccc(CC(=O)NCCS(=O)(=O)N2CCN(c3ccccc3OC)CC2)cc1	-11%	1	?	5%	-12%	?	-4	-17%	-10%
CCCn1c(=O)[nH]c(=O)c2c1nc(-c1cc([N+](=O)[O-])ccc1Cl)n2CCOC	-2%	17	6%	-2%	1%	-18%	-6	9%	12%
O=C(NC(=S)Nc1ccccc1N1CCOCC1)c1ccc(-c2cc(Cl)ccc2Cl)o1	6%	13	-6%	?	5%	3%	3	6%	-4%
CCc1cccc(C)c1NC(=O)CN(C)Cc1ccc(Br)cc1	-18%	-57*	1%	-1%	-3%	?	3	-24%	4%
O=C(Nc1ccc2c(c1)OCO2)C1CCN(Cc2cc3c(cc2O)OCO3)CC1	0%	-13	7%	?	-7%	-9%	-13	-1%	1%
CCn1nc(CC(C)C)cc1C(=O)N1CCCC(Nc2ccc(OC)cc2)C1 (stereo not given)	1%	14	-1%	13%	1%	0%	-9	-14%	-3%
NC(=S)Nc1ccc2cc[nH]c2c1	-2%	-9	5%	0%	3%	-2%	-4	-3%	2%
COc1ccc(CN2C(=O)CSCC2(C)C(=O)NCc2ccccc2)cc1OC (stereo not given)	-19%	-12	.	.	4%	?	4	-1%	-8%
COC(=O)c1ccccc1NC(=O)COC(=O)c1ccc(C)c(NC(=O)c2ccco2)c1	3%	17	?	25%	-1%	3.7µM*	24	-4%	2%
